Screens as filed in PubChem.
Mm-Cpn inhibitor: M. maripaludis TRiC chaperonin inhibition. purified Mm-Cpn ATPase, ADP Transcreener TR-FRET. Potency, µM (titrated, usually from 76.9 µM), for inactives: top-dose activity, negative = inhibition, hits mostly inhibitors. actives 0.031% (n = 330,000). AID 504842; also: potency is read from the fitted curve at half-maximal effect; % is scaled to controls: 0 for no effect and ±100 for the full control effect; nearly all actives have a fitted effect of over 80% in size
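Quantitative HTS used 25 nM Mm-CPN and 10 uM ATP in magnesium/KCl Tris buffer, pH 7.4, with 1 mM DTT. Hydrolysis ran 30 min at 37°C; ADP was read by HTRF.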
TGFb inhibitor: blocks TGF-b signaling; actives 1.2% (n = 410,000); AID 588855; HepG2 CAGA-GFP TGF-b/SMAD3 reporter, GFP fluorescence, 18 h; TGF-beta stimulated, 500 pg/mL final; Potency, µM (titrated, usually from 46.1 µM), without a hit: at the highest dose activity, negative = inhibition, most hits filed as inhibitors; also: potency is read from the fitted curve at half-maximal effect; % is scaled to controls: 0 for no effect and ±100 for the full control effect; nearly all actives have a fitted effect of over 65% in size
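Read-out: total well GFP (ex488/em500-530) summed from mean per-cell fluorescence. Cells: HEPG2 CAGA-GFP, 1% FBS DMEM, 18 h at 37 degrees C with 500 pg/mL final TGF-beta. Unstimulated wells served as the full-inhibition control; stimulated DMSO wells = 0%.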
EPAC2 agonist: EPAC2 (human) agonism. Q8WZA2. Potency, µM (titrated, usually from 154 µM), inactives show at the highest dose activation, most hits filed as activators. AID 720711. actives 0.079% (n = 360,000). EPAC2 activation, biochemical qHTS; response scale: 100% = 6.5 mM cAMP response; also: potency is read from the fitted curve at half-maximal effect; nearly all actives have a fitted effect of over 50% in size
Target sequence (Q8WZA2 whole entry, looked up): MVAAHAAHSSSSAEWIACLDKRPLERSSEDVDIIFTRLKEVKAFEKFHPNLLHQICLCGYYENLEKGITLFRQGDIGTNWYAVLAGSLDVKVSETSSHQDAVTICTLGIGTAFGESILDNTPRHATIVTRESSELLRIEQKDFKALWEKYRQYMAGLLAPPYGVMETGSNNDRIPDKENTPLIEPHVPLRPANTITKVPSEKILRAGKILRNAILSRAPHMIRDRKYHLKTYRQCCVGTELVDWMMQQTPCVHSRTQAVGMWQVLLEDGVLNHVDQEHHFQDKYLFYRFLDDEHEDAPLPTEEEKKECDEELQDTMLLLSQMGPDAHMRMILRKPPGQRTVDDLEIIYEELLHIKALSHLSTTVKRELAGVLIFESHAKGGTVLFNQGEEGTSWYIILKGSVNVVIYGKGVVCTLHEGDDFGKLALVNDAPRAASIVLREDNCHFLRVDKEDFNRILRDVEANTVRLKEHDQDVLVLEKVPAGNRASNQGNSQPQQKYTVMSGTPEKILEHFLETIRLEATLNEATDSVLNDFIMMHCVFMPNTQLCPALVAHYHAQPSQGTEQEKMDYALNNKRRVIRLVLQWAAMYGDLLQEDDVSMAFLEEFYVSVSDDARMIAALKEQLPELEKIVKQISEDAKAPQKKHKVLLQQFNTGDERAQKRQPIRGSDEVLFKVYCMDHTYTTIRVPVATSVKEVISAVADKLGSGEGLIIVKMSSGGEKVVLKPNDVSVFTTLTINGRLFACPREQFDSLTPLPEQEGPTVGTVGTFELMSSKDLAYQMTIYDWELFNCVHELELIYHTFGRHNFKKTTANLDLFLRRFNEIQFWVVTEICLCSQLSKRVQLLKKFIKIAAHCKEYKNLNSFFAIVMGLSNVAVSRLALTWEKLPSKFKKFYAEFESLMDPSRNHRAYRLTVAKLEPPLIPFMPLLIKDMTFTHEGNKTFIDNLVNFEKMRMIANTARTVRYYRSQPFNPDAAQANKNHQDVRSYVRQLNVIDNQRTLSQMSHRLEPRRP
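Setup: EPAC2 100 nM, labeled Rap1B complex 250 nM, free GDP 50 uM. Compound titrations pinned in, brief spin, 5 min room temperature incubation. Kinetic fluorescence read over 30 min, normalized to 6.5 mM cAMP.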
CCT modulator: cytosolic chaperonin activity modulation; activity change, % (concentration not given with the values), hits read low; AID 651819; purified chaperonin ATPase assay, HTRF ADP detection, 30 min; actives 0.3% (n = 360,000); in the data active = activity change below about -30%; also: % is scaled to controls: 0 for no effect and ±100 for the full control effect
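Enzyme 40 or 20 nM (batch-dependent) in Tris pH 7.4/KCl/MgCl2/DTT; cpd 76 uM single point; ATP 10 uM; 30 min 37 °C; Transcreener ADP HTRF detection, 30 min RT; ratio 665/615.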
Nrf2 block: inhibitors of Nrf2 signaling; A549 ARE-Fluc reporter, luciferase luminescence, 18-24 h; Potency, µM (series often up to 46 µM), without a hit: top-dose activity change, negative = inhibition, hits mostly inhibitors; actives 2.1% (n = 360,000); AID 504444; also: potency is read from the fitted curve at half-maximal effect; % is scaled to controls: 0 for no effect and ±100 for the full control effect; nearly all actives have a fitted effect of over 60% in size
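Two sequential reads on A549 ARE_Fluc cells exposed to compound for 18-24 h: a CellTiter-Fluor fluorescence read for viability, then a luciferase luminescence read for Nrf2/ARE activity.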
A549 tox: counter-screen for Nrf2 inhibitors: cytotoxicity in A549 cells; A549 ARE-Fluc cells, CellTiter-Fluor viability, 18-24 h; AID 504648; actives 0.16% (n = 390,000); Potency, µM (series often up to 46 µM), inactives show at the top dose activity change, negative = cytotoxicity, hits mostly inhibitors; also: potency is read from the fitted curve at half-maximal effect; % is scaled to controls: 0 for no effect and ±100 for the full control effect
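A549 ARE_Fluc cells in 5% FBS OPTI-MEM were exposed to compounds in concentration-response for 18-24 h at 37 deg C. Viability was read by CellTiter-Fluor fluorescence (Ex 405/Em 525) after 30 min, before the luciferase read.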
EPAC2 antag: antagonists of human EPAC2; Q8WZA2; EPAC2 GEF exchange of Rap1B-BODIPY-GDP, fluorescence; Potency, µM (doses to about 114 µM), for the others: at the top dose activity, negative = inhibition, actives largely listed as inhibitors; actives 0.18% (n = 360,000); also: potency is read from the fitted curve at half-maximal effect; % is scaled to controls: 0 for no effect and ±100 for the full control effect; nearly all actives have a fitted effect of over 45% in size; many of its hits are not listed in these tables
Akt phos inh: inhibitors of Akt phosphorylation; Neuro2A IGF-stimulated pAkt S473 HTRF, 20 min; hits give low values; activity change, % for hits at 50 µM; actives 0.32% (n = 360,000); AID 651550; in the data active = activity change below about -80%; inconclusive = mostly about -51% to -80%; also: % is scaled to controls: 0 for no effect and ±100 for the full control effect
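Neuro2A cells in DMEM with 0.5% FBS, overnight at 37 deg C, given compound at single 50 µM final, then IGF (6 nM final) for 20 min at 37 deg C. Lysed; phospho-Akt Ser473 by HTRF after 24 h, 665/615 ratio.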
Nrf2 activator: activates Nrf2 signaling | AREc32 ARE-luciferase reporter (MCF7-derived line), luminescence, 24 h | Potency, µM (top dose mostly 46.1 µM), for inactives: at the highest dose activation, hits mostly activators | actives 0.31% (n = 410,000) | AID 624171; also: potency is read from the fitted curve at half-maximal effect; % of control where 0% means no effect; nearly all actives have a fitted effect of over 65% in size
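Each well held 1000 AREc32 cells, which were incubated with compound for 24 hr at 37 deg C after overnight attachment, and ARE reporter activity was quantified by firefly luciferase luminescence.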
* marks the source's active call; other numbers are inactive results; i = inactive; ? = inconclusive; nt = not tested or not shown. Unless noted, calls follow the shape of the dose curve; as a rule, active = well fitted curve in the direction sought with a large enough effect; inconclusive = small, poorly fitted or top-dose-only effect, or another doubt; inactive = no such curve, though single readings can be large; an effect the other way counts as inactive or inconclusive. The list is partial; rates above refer to the full screens.

entry	compound	Mm-Cpn inhibitor	TGFb inhibitor	EPAC2 agonist	CCT modulator	Nrf2 block	A549 tox	EPAC2 antag	Akt phos inh	Nrf2 activator
1	COc1ccccc1CN(C)C(=O)c1cccc(S(=O)(=O)N2CCCc3ccccc32)c1	-12%	0%	18%	-3.2	-18%	-11%	-5%	i	-0.9%
2	COc1ccccc1C1C=C(c2ccccc2)Nc2nnnn21 (centres undefined)	-4%	-2%	8%	-2.3	?	-19%	3%	i	11%
3	CCOC(=O)N1CCC(NC(=O)C2CCCN(S(C)(=O)=O)C2)CC1 (centres undefined)	2%	18%	6%	-4.9	9%	-2%	11%	i	-0.3%
4	O=C(NCCc1ccccc1)C1CCC(=O)N(CCCN2CCCC2=O)C1 (centres undefined)	1%	-5%	15%	-3.6	6%	7%	1%	i	-1.0%
5	Cn1cnnc1Sc1ccc(/C=C/C(=O)c2ccc(O)cc2)cc1[N+](=O)[O-]	1%	?	7%	2.6	18µM*	?	-14%	i	?
6	CCOC(=O)c1cc(C#N)c(SCC(=O)c2cc(C#N)c(SC)nc2C)[nH]c1=O	-6%	4%	3%	-4.7	-13%	-17%	-1%	i	-0.5%
7	O=C(CN1C(=O)CC(c2ccccc2)S(=O)(=O)c2ccccc21)N1CCCC1 (centres undefined)	0%	-3%	-7%	-0.1	1%	-5%	7%	i	0.0%
8	O=C1c2ccccc2C(=O)N1CCc1ccccn1	1%	19%	7%	-3.0	nt	5%	4%	i	2.8%
9	Cc1ccccc1OCCCCn1c(C2CC(=O)N(c3ccccc3Cl)C2)nc2ccccc21 (centres undefined)	nt	0%	nt	nt	?	?	nt	nt	2.8%
10	CCOC(=O)C1CCN(C(=O)C(C)c2ccc([N+](=O)[O-])cc2)CC1 (centres undefined)	-2%	-7%	7%	2.7	-19%	-6%	0%	i	-1.6%
11	CCC(C)NC(=O)c1ccc(-n2c(-c3ccccc3)cc3c2CCCC3)cc1 (centres undefined)	nt	?	nt	nt	18µM*	-2%	nt	nt	?
12	C=CCn1c(CCNC(=O)c2cccs2)nnc1SCC(=O)Nc1cccc(Cl)c1C	-1%	7%	1%	-0.9	16%	?	-4%	i	0.2%
13	CCN(C(=O)CSc1ncccn1)c1cccc2ccccc12	1%	0%	4%	1.2	2%	8%	-20%	i	-0.6%
14	COc1cc(C(=O)NC2CC(C)(C)CC(C)(C)C2)ccc1OC1CCN(C(C)=O)CC1	1%	?	2%	-3.3	0%	-2%	-1%	i	-0.9%
15	CCc1nc2c(cnn2-c2ccc(C)cc2)c(=O)n1-c1ccc(C)cc1	nt	?	nt	nt	30%	?	nt	nt	0.2%
16	COC(=O)c1cn(NC(=O)Cc2ccc(OC)c(OC)c2)c(=O)c2ccccc12	3%	2%	2%	-1.0	-19%	2%	1%	i	0.0%
17	COc1cc(/C=N/NC(=O)C[n+]2ccccc2)cc(OC)c1OC	1%	-19%	5%	-1.7	15%	-2%	10%	i	2.2%
18	Cc1ccc(NC(=S)N2CCC(NC(=O)c3ccc(C)cc3)CC2)cc1	3%	4%	1%	1.0	-11%	7%	4%	i	-0.3%
19	CC(Oc1ccc(S(=O)(=O)N2CCCC2)cc1[N+](=O)[O-])C(=O)NC(C)c1ccccc1 (centres undefined)	-5%	1%	0%	-1.8	0%	0%	-6%	i	2.9%
20	O=C(N/N=C/c1ccc([N+](=O)[O-])cc1)c1cccc2cc[nH]c12	0%	-4%	-2%	0.9	?	-10%	-3%	i	-0.4%
21	CC1(C)CSC(=NCCc2ccccc2)N1C(=O)c1ccc(C#N)cc1	0%	4%	0%	1.0	?	2%	3%	i	0.7%
22	CC(=O)c1ccc(S(=O)(=O)N2CCN(C(=O)CN3C(=O)NC4(CCCC4)C3=O)CC2)cc1	-3%	0%	1%	1.9	2%	0%	-1%	i	-0.7%
23	Cc1cc(F)ccc1S(=O)(=O)Nc1ccc(C(=O)N2CCCCC2)cc1	0%	8%	8%	1.3	-24%	-5%	3%	i	0.3%
24	CCCCn1c(SCC(=O)Nc2oc(C)c3c(C)n[nH]c(=O)c23)nc2cc(S(N)(=O)=O)ccc21	3%	-5%	-2%	-0.4	-13%	-10%	15%	i	-0.8%
25	CCOC(=O)c1ccccc1NC(=O)c1nn(-c2ccc(OC)c(Cl)c2)c(=O)c2c1c1ccccc1n2C	nt	-25%	nt	nt	27%	7%	nt	nt	0.3%

Full records, looked up by structure. Screens in order: Mm-Cpn inhibitor, TGFb inhibitor, EPAC2 agonist, CCT modulator, Nrf2 block, A549 tox, EPAC2 antag, Akt phos inh, Nrf2 activator
CCc1nc2c(cnn2-c2ccc(C)cc2)c(=O)n1-c1ccc(C)cc1 in the list: nt, ?, nt, nt, 30%, ?, nt, nt, 0.2%
CCOC(=O)c1cc(C#N)c(SCC(=O)c2cc(C#N)c(SC)nc2C)[nH]c1=O in the list: -6%, 4%, 3%, -4.7, -13%, -17%, -1%, i, -0.5%
CC(=O)c1ccc(S(=O)(=O)N2CCN(C(=O)CN3C(=O)NC4(CCCC4)C3=O)CC2)cc1 in the list: -3%, 0%, 1%, 1.9, 2%, 0%, -1%, i, -0.7%
COC(=O)c1cn(NC(=O)Cc2ccc(OC)c(OC)c2)c(=O)c2ccccc12 in the list: 3%, 2%, 2%, -1.0, -19%, 2%, 1%, i, 0.0%
CCOC(=O)C1CCN(C(=O)C(C)c2ccc([N+](=O)[O-])cc2)CC1 (centres undefined) in the list: -2%, -7%, 7%, 2.7, -19%, -6%, 0%, i, -1.6%

Later entries.
entry	compound	Mm-Cpn inhibitor	TGFb inhibitor	EPAC2 agonist	CCT modulator	Nrf2 block	A549 tox	EPAC2 antag	Akt phos inh	Nrf2 activator
26	O=C(NNC(=O)c1cccc2ccccc12)c1ccccc1O	-2%	-1%	10%	0.1	8%	8%	-25%	i	0.1%
27	CCN(CC(=O)NCc1cccs1)C(=O)c1ccc(S(=O)(=O)Nc2ccccc2Cl)cc1	1%	-7%	11%	-1.3	-5%	0%	-2%	i	-0.2%
28	CC1=CN2C(=N)/C(=C/c3ccc(Sc4ccc(Cl)cc4)o3)C(=O)N=C2S1	-1%	-20%	12%	-5.3	-26%	-6%	-8%	i	?
29	Cc1ccnc(NC(=O)CCC(=O)N(CC(=O)NC2CCCCC2)c2ccc3c(c2)OCO3)c1	1%	-7%	8%	-3.9	-11%	-13%	-7%	i	-0.4%
30	CC(C)c1ccc(NC2CCCN(C(=O)c3ccnc(Cl)c3)C2)cc1 (centres undefined)	0%	0%	-5%	-22	6%	1%	-1%	i	0.1%
31	COc1cc(C(=O)Nc2ccc3c(c2)ncn3C)cc(OC)c1OC	1%	-27%	1%	1.0	16%	-4%	2%	i	0.9%
32	COCCc1nn2c(=O)cc(COC(=O)c3ccc(OC)c(OC)c3)nc2s1	nt	-12%	nt	nt	?	5%	nt	nt	8.0%
33	CCCCC[C@H](C)N1C[C@@H](COCc2ccccc2)Oc2cc(N3CCC[C@@H]3COC)ccc2S1(=O)=O	nt	nt	4%	0.5	nt	nt	7%	i	0.7%
34	Cc1ccc([N+](=O)[O-])cc1NC1OC(CO)C(O)C1O (centres undefined)	-2%	-22%	11%	-2.4	-6%	-1%	2%	i	-0.6%
35	COc1ccc(S(=O)(=O)NC(=O)C2(C)CCN2C(=O)C2(c3ccccc3)CC2)cc1 (centres undefined)	nt	-20%	1%	-0.4	nt	nt	-24%	i	-0.9%
36	CCN(CC)C(=O)/C(=C/c1ccc(F)cc1)NC(C)=O	0%	-6%	1%	0.1	4%	-4%	9%	i	-0.1%
37	O=C(Cc1ccc([N+](=O)[O-])cc1)Nc1ccc(O)cc1C(=O)O	0%	-17%	-2%	-2.2	13%	-2%	3%	i	0.1%
38	COc1cccc(-n2nnnc2SCC(=O)Nc2cccc(NC(C)=O)c2)c1	-1%	-8%	7%	0.4	?	-5%	4%	i	0.6%
39	O=Cc1cn(CC(=O)N2CCCCC2)c2ccccc12	0%	3%	-3%	0.1	?	7%	20%	i	0.0%
40	O=C(NCCOc1ccccc1)c1ncn[nH]1	1%	0%	3%	0.9	14%	6%	-5%	i	0.1%
41	CC(Oc1ccc(Br)cc1)C(=O)NCC1(N2CCCCC2)CCCCC1 (centres undefined)	-1%	1%	6%	-1.2	7%	-1%	1%	i	-0.7%
42	O=C1C(CSCc2ccccc2)NC(=S)N1c1ccccc1 (centres undefined)	0%	-11%	2%	1.0	-10%	5%	1%	i	-1.1%
43	CC(=O)Nc1ccc(S(=O)(=O)NCCC(=O)Nc2cccc(Cl)c2)cc1	0%	1%	6%	-5.1	11%	1%	-3%	i	0.2%
44	CN(C)c1ccc(C(c2ccc(N(C)C)cc2)C(O)c2ccccc2)cc1 (centres undefined)	nt	-25%	-2%	-18	-10%	-1%	1%	i	2.1%
45	CCC(Sc1nc(-c2ccccc2F)nc2c1Cc1c(CO)cnc(C)c1O2)C(=O)Nc1cc(C)ccc1C (centres undefined)	nt	0%	nt	nt	28%	15%	nt	nt	3.8%
46	CC(=O)O[C@@H]1[C@@H](OC(C)=O)[C@H](n2ccc3cc([N+](=O)[O-])ccc32)OC[C@@H]1OC(C)=O	nt	1%	10%	-1.4	-22%	5%	-3%	i	2.6%
47	Cc1cc(C)c(S(C)(=O)=O)c(Oc2cccc(C(F)(F)F)c2)n1	3%	7%	0%	-1.2	-18%	3%	-13%	i	-0.7%
48	CCN1CCN(c2cc(C)c3cc(NC(=O)c4ccc(Br)o4)ccc3n2)CC1	4%	-3%	0%	-4.3	-2%	?	2%	i	3.3%
